# Assay outcomes: PubChem, several laboratories
# TCR-CD3 inh: inhibitors of human TCR-CD3 interaction, primary screen, biochemical, fluorescence, TAMRA-labeled TCR probe; T-cell receptor (TCR); inhibition, % at 9.4 µM; 0.37% of 360,000 active; AID 651800, 2012; in the data active = inhibition above about 19%;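 note: recombinant mutant TCR 2C K166C tagged with TAMRA read by polarization; 0% = receptor in buffer alone and 100% = receptor with positive control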
# HTRA1 inh: HTRA1 serine protease inhibitors, primary screen, biochemical, fluorescence polarization, HTS | inhibition, % at 5.96 µM | 0.5% of 340,000 active | recombinant HTRA1, FP-rhodamine activity-based probe | Q92743; in the data active = inhibition above about 36%;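 note: 0% = enzyme with DMSO and 100% = wells lacking enzyme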
# ABHD4 inh: ABHD4 inhibitors, primary screen, biochemical, fluorescence polarization, mouse; inhibition, % at 8.92 µM; AID 720543, 2013; 0.54% of 370,000 active; purified mABHD4, FP-Rh probe fluorescence polarization;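 active = inhibition exceeding the mean over every tested compound plus 3 SD, cut at about 30% in these data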;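 note: 0% = plate median of compound wells and 100% = S159A mutant with DMSO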
#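 Doses – 8.92 µM, single dose · Material – wild-type mouse ABHD4 protein · Replication – single well per compound (singlicate) · Measure – percent inhibition of probe binding, normalized to plate controls · Schedule – 45 min compound pre-incubation plus 60 min probe step, 25 °C · Detection – fluorescence polarization with parallel and perpendicular emission, 525/598 nm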
# SIAE primary: human SIAE inhibitors, primary screen, biochemical, fluorescence polarization, FP-Rh probe, 1536-well HTS; 0.69% of 370,000 active; SIAE FP-Rh probe binding; AID 1053197, 2014; Sialate O-acetylesterase (Homo sapiens), Q9HAT2; inhibition, % at 9.66 µM;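 active = inhibition above a cutoff: mean of compounds within the control limits plus 3 SD of those, cut at about 17% in these data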;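 note: 0% = plate median of compound wells and 100% = probe without SIAE protein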
# Target sequence (Q9HAT2 whole entry, looked up): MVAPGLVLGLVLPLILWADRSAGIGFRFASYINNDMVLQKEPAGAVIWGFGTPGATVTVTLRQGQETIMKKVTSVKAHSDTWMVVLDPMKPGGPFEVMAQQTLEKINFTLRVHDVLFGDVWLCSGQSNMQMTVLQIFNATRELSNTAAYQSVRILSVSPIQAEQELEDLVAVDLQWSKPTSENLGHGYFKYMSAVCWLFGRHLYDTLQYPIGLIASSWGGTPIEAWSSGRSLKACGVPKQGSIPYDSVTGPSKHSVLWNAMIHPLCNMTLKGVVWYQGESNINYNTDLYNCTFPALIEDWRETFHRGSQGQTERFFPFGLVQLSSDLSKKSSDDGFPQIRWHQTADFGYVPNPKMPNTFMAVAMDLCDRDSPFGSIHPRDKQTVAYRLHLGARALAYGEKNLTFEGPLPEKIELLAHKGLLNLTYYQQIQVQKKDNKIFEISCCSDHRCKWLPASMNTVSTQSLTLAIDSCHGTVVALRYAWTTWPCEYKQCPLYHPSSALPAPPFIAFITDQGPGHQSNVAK
# rCAG binder: binders of r(CAG) RNA repeats, primary screen, biochemical, fluorescence. 1.3% of 370,000 active. inhibition, % at 3 µM. r(CAG) RNA repeat, TO-PRO-1 dye displacement fluorescence;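 active = inhibition above the plate cutoff, the mean of all test compounds on that plate plus 3 SD, cut at about 35% in these data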;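 note: 0% = DMSO alone and 100% = 100 µM mitoxantrone as full dye displacement; higher means more dye released from RNA so lower well fluorescence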
# NPR2 activator: human GC-B receptor activators, primary screen, HEK293 GC-B cells, cGMP TR-FRET, EC30 CNP; 0% at EC30 CNP, 100% saturating CNP; Atrial natriuretic peptide receptor 2 (Homo sapiens), P20594; AID 1920062, 2024; 0.11% of 370,000 active; activation, % at 10 µM;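 active = activation at 10 µM reaching about 35% in either raw or pattern-adjusted values, limit read from the data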
# PRMT1 inh: PRMT1 methyltransferase inhibitors, primary screen, biochemical, fluorescence polarization | recombinant PRMT1, activity-based probe fluorescence polarization | inhibition, % at 2.79 µM | 1.3% of 370,000 active;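 active = inhibition above about 21% made by adding two undisclosed values, limit read from the data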
# Target sequence (Q99873 whole entry, looked up): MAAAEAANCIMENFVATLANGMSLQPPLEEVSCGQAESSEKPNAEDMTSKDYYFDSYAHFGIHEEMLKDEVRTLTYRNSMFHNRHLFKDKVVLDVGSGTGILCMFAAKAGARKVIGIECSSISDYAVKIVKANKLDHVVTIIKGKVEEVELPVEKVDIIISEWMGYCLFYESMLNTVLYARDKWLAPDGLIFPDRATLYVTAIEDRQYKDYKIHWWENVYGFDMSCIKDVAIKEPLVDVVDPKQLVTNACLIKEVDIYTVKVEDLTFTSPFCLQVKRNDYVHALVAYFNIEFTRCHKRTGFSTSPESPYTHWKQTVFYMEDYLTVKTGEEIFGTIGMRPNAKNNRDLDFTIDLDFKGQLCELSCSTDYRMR
# GC-A act: GC-A stimulated cGMP production enhancers – HEK293 GC-A cells, cGMP TR-FRET, EC30 ANP, primary screen. 0% at EC30 ANP, 100% saturating ANP. activation, % at 10 µM. 0.14% of 370,000 active. AID 1671463, 2021. Atrial natriuretic peptide receptor 1 (Homo sapiens), P16066; in the data active = activation above about 40%
# MBD2 DNA inh: inhibitors of MBD2 binding to methylated DNA, primary screen, biochemical, TR-FRET, DNA-binding domain, human | Methyl-CpG-binding domain protein 2 (Homo sapiens), Q9UBB5 | MBD2 binding to methylated oligonucleotide | inhibition, % at 4.4 µM | 0.31% of 370,000 active | AID 686964, 2013; in the data active = inhibition above about 13%
# UHRF1 binding: UHRF1 methylated DNA binding inhibitors, primary screen, counter-screen for MBD2 inhibitor project, biochemical, TR-FRET, human UHRF1, single concentration; UHRF1 binding to methylated oligo; 0.75% of 370,000 active; inhibition, % at 4.4 µM; AID 687016, 2013; in the data active = inhibition above about 21%;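 note: UHRF1 SRA domain binding a hemimethylated CpG hairpin DNA probe; 0% = median of test compound wells and 100% = reference inhibitor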
# Starred values were filed as active, the others as inactive; nt = no result given. Not all compounds are listed, so the mix of outcomes need not match the whole.
SMILES,TCR-CD3 inh,HTRA1 inh,ABHD4 inh,SIAE primary,rCAG binder,NPR2 activator,PRMT1 inh,GC-A act,MBD2 DNA inh,UHRF1 binding
Cc1sc2ncn(CC(=O)NCCCC(=O)N3CCN(Cc4ccc5c(c4)OCO5)CC3)c(=O)c2c1C,-2,0,3,0,-6,-1,4,-9,-5,3
O=C1CCc2cc(S(=O)(=O)NC(C(=O)NCc3cccnc3)c3ccccc3)ccc2N1 (centres undefined),13,7,4,-5,5,-1,-4,1,-5,0
O=C(O)c1ccc2nnn(O)c2c1,2,4,-3,2,3,-1,-3,0,-3,-2
O=C(Nc1ccc(N2C(=O)C3C4C=CC(C4)C3C2=O)cc1Cl)c1cccs1 (centres undefined),2,1,1,12,-5,10,-3,0,2,0
CC(C)C[C@@H](CN1CCC[C@@H]1CN1C(=S)NC[C@@H]1Cc1ccccc1)N1C[C@H](Cc2ccc(O)cc2)N(CC2CCCCC2)C1=S,2,nt,-11,4,10,13,3,-1,2,3
O=C(COC(=O)c1ccc(O)cc1)NC(c1ccccc1)c1ccccc1,3,-16,-6,1,5,-5,2,-9,1,0
CCc1ccccc1S(=O)(=O)Cc1ccc(C(=O)NC(C)C)o1,-12,2,-2,5,1,0,0,-2,7,-2
CCSc1nc2c(c(=O)n1-c1ccc(F)cc1)SCC2,-4,-2,6,-4,-5,-1,0,-1,3,1
O/N=C/c1ccc2cccc(OCc3ccccc3)c2n1,-1,-10,-17,-10,0,-10,-1,-9,3,1
COCCCNC(=O)c1ccc(-c2csc(C)n2)cc1,6,-1,2,0,-4,9,2,3,5,0
CC1CCN(S(=O)(=O)c2ccc(NC(=O)N3c4ccccc4Sc4ccccc43)cc2)CC1,4,-12,-1,-9,3,4,-3,0,3,2
COc1ccc(S(=O)(=O)NCc2ccc(C)cc2)cc1,0,0,2,-2,-1,2,2,3,4,1
CSc1ccc(CN2CCC(N3CC(C)OC(C)C3)CC2)cc1 (centres undefined),1,0,11,-3,-11,1,1,-4,1,-3
O=C(NC1CC2CCCC(C1)N2C(=S)NCCc1ccccc1)C1CC1 (centres undefined),-5,-6,-1,-1,-5,-2,1,1,-5,-1
COc1ccc(C2/C=C\CN(S(=O)(=O)c3ccc(C)cc3)CC(=O)N2Cc2cccc(F)c2)cc1 (centres undefined),9,-46,-7,-7,8,-8,2,-2,-6,0
COc1ccc(CC(=O)NNC(=O)c2cccs2)cc1OC,5,7,-5,3,0,-1,-3,4,-7,-1
CNC(=O)CN(c1cc(C)ccc1OC)S(=O)(=O)c1ccc(C)cc1,12,-3,2,2,-4,-10,-1,-24,6,41*
CC1(c2nnc(-c3ccc(F)cc3)o2)CC(c2ccc([N+](=O)[O-])cc2)=NO1 (centres undefined),6,-2,-1,-4,-2,-3,0,-4,-6,-4
O=C(O)C1CCC(CNS(=O)(=O)c2ccccc2)CC1 (centres undefined),-4,-5,-1,-3,0,7,-4,3,0,0
COc1ccc(C(=O)NCc2nnc(SCC(=O)Nc3cc(C)on3)o2)cc1OC,-15,1,7,6,-3,-2,-4,2,1,4
COc1ccc(CC(=O)NNC(=O)c2ccccn2)cc1,0,9,4,-3,1,0,2,1,-3,0
CC(C)Cc1ccc(-c2cc3nc(NCCOc4ccccc4)ccn3n2)cc1,-4,nt,-10,-14,15,4,-4,-4,-4,-1
O=C(CNC(=O)c1ccccc1F)NCCN1C(=O)S/C(=C\c2ccc3c(c2)OCO3)C1=O,0,2,2,0,2,-2,3,-2,-2,-2
Cc1c(C(=O)N2CCCCC2)c(S(=O)(=O)N2CCC(C)CC2)c(C)n1C,-3,2,-2,1,-3,2,4,-2,3,4
Cc1ccc(S(=O)(=O)CCC(=O)NNC(=O)CN(C)S(=O)(=O)c2ccc(C)cc2)cc1,-5,3,1,0,4,2,1,4,6,2
SMILES,TCR-CD3 inh,HTRA1 inh,ABHD4 inh,SIAE primary,rCAG binder,NPR2 activator,PRMT1 inh,GC-A act,MBD2 DNA inh,UHRF1 binding
CCc1cc2ccc(C)cc2nc1SCC(=O)N1CCN(C(=O)c2ccco2)CC1,-1,-27,-3,0,-2,-13,-1,-8,-3,4
Nn1c(COc2cccc(Br)c2)nnc1SCC(=O)NCC1CCCO1 (centres undefined),6,-7,3,3,2,0,2,1,4,1
CSc1nnc2c3cc(F)ccc3n(Cc3ccccc3)c2n1,3,0,0,8,2,-1,1,0,-3,-2
Clc1ccc(/C=N/N2CCN(Cc3ccccc3)CC2)cc1,-2,-1,3,5,4,6,-1,2,2,3
COc1ccc(CCN(Cc2nc3ccccc3c(=O)[nH]2)C(=O)c2ccco2)cc1OC,6,-1,-1,-6,-5,1,1,-2,-4,1
Cc1nn(-c2ccccc2)c(Cl)c1C1C(C#N)=C(N)Oc2n[nH]c(C)c21 (centres undefined),2,2,-3,-2,12,-6,1,-10,0,-8
NC(=O)CC(NC(=O)c1cccc(Br)c1)c1ccc(N2CCC(N3CCCCC3)CC2)c([N+](=O)[O-])c1 (centres undefined),-8,1,8,7,9,3,1,0,1,0
COCCCN1C(=O)C(O)=C(C(=O)c2ccco2)C1c1cccc(Br)c1 (centres undefined),-2,-3,-3,0,9,3,4,4,-4,-8
Cc1ccc(CN2CC(C(=O)NCCCSc3ccccc3)CC2=O)cc1 (centres undefined),-3,0,8,5,-7,-2,1,3,-2,-1
O=C(/C=C/c1ccco1)N(Cc1ccc(F)cc1)C1CCS(=O)(=O)C1 (centres undefined),2,5,0,12,4,-4,-5,-1,-5,-4
COc1ccc([C@H]2C[C@@H](n3cc(-c4ccc(F)cc4)nn3)[C@H](O)CN2C(=O)c2cccs2)cc1,6,-15,-5,-1,4,-3,1,-4,-4,0
COc1ccc(C(=O)OCCN2CCOCC2)cc1OC,1,2,-1,3,-1,-4,-1,3,1,-1
CC(C)(C)OC(=O)CNC(=O)c1nc[nH]c1C(=O)NCc1ccccc1,-2,-2,2,0,-10,-1,0,-2,-1,-1
Cn1cnnc1SC1CCCCC1NS(=O)(=O)c1ccc(Cl)cc1 (centres undefined),-2,-7,1,4,-2,-2,0,-4,-4,10
CCN(CC)S(=O)(=O)c1cc(C(=O)Nc2cc(Cl)ccc2N2CCN(C)CC2)ccc1Cl,7,-23,2,-4,-2,-1,-1,6,2,0
COc1cccc(OC)c1C(=O)OCC(=O)NC(=O)NCc1ccccc1,1,5,-1,8,-4,1,-4,3,1,8
CCN(CC(=O)N1CCCC1)S(=O)(=O)c1ccc(Br)cc1,3,3,-8,1,-2,1,-10,0,0,-3
Cc1ccc2c(CC(=O)N3CCN(S(=O)(=O)c4ccccc4)CC3)coc2c1,8,-7,3,-4,4,-1,1,-2,1,0
CC(C)(C)c1ccccc1OCCOCCSc1ncccn1,2,-11,-8,1,-9,1,0,-1,-2,-1
Cc1cccc(N(Cc2ccccc2)C(=O)Cc2ccc(S(=O)(=O)N3CCOCC3)s2)c1,-13,-19,-4,-7,3,-12,1,-7,1,2
CN(C)/C=N/C(=S)Nc1ccc(Br)cc1F,-4,-6,7,10,2,-5,4,10,6,3
CCCOc1ccccc1C(=O)Nc1ccc(S(=O)(=O)N2CCN(C)CC2)cc1,7,-9,2,-4,-7,1,-2,5,-2,2
COC(=O)CN(n1cnnc1)S(=O)(=O)c1ccccc1Cl,-5,3,3,1,4,-1,1,2,4,20
CC1(C(=O)Nc2ccc3c(c2)OCO3)CCN1C(=O)c1ccccc1 (centres undefined),1,nt,2,-6,1,4,3,-1,3,-2
COc1ccc2[nH]c3c(NCCCOC(C)C)ncnc3c2c1,-9,-8,5,-2,1,6,8,4,8,6
SMILES,TCR-CD3 inh,HTRA1 inh,ABHD4 inh,SIAE primary,rCAG binder,NPR2 activator,PRMT1 inh,GC-A act,MBD2 DNA inh,UHRF1 binding
S=C(NCc1ccccc1)NC1CCSc2ccccc21 (centres undefined),8,-18,-60,-4,53*,-13,0,0,7,24*
COc1cccc(NC(=O)c2ccc(-c3ccc([N+](=O)[O-])cc3)o2)c1,7,-18,-8,-4,6,3,2,0,0,1
Cc1ccc(C(=O)Nc2c(C)n(C)n(-c3ccccc3)c2=O)cc1S(=O)(=O)N1CCCCC1,4,-1,4,1,6,2,-2,-2,0,-2
Cc1ccc(C2CC(c3cccs3)=NN2C(=O)CSC2=NCCS2)cc1 (centres undefined),4,-36,-16,-3,-4,-1,1,2,0,2
COC(=O)c1cc2ccsc2n1Cc1nc(-c2cccc(Cl)c2)oc1C,1,-3,-3,-4,3,-12,5,1,-2,0
CCOC(=O)C1=CC[C@@H](c2ccccc2C(F)(F)F)N(S(=O)(=O)c2ccc(C)cc2)[C@H]1c1ccc(C#N)cc1,3,nt,6,0,0,-4,0,-1,0,-2
CCOC(=O)c1sc(NC(=O)CS(=O)(=O)c2ccc(C)cc2)nc1C,-1,-7,5,-3,6,0,-2,-5,-1,2
CCOc1ccccc1C(=O)NCC(=O)OCC(=O)c1c(N)n(C)c(=O)n(C)c1=O,-4,0,1,3,0,7,2,-1,0,0
Cc1ccccc1N1CCN(C2CCCN(C(=O)c3snnc3C)C2)CC1 (centres undefined),2,-7,5,6,-6,0,3,3,-2,-1
Cc1nc(C(=O)NNC(=O)c2ccc(Cl)cc2)c(C(F)(F)F)o1,0,-4,1,2,10,1,0,5,-2,-1
COc1ccc(NC(=O)CCC(=O)c2cccs2)cc1S(=O)(=O)Nc1ccccc1Cl,-3,-16,-5,-7,9,-2,2,1,1,1
COc1ccc(-c2cn3c(C)c(C(=O)N4CCCc5ccccc54)sc3n2)cc1,-1,-8,0,-1,6,3,2,2,-1,-4
CCCCOCC(O)CN1CCN(C(C)=O)CC1 (centres undefined),5,2,-4,-2,-1,6,2,1,-3,0
CC1CCN(S(=O)(=O)c2ccc(NC(=O)Cn3nnc(-c4ccccc4F)n3)cc2)CC1,20*,-38,-7,-52,7,-2,-1,-5,-2,1
CCc1ccc(NC(=O)C2CCCN(S(=O)(=O)c3ccc4[nH]c(=O)ccc4c3)C2)cc1 (centres undefined),-4,-2,4,1,0,1,-2,11,-2,-2
